Bioassay records (PubChem BioAssay)
PAFAH2 FP inh: PAFAH2 enzyme inhibitors, primary screen, biochemical, fluorescence polarization, human; inhibition, % at 3.39 µM; 340,000 compounds, 0.99% hits; recombinant PAFAH2, FP-rhodamine activity probe;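 active = inhibition above the mean over all tested compounds plus 3 SD, cut at about 30% in these data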;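 also: inhibitors block probe labeling of enzyme so polarization drops; 0% = enzyme with DMSO and 100% = wells lacking PAFAH2 protein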
LYPLA2 counter: LYPLA2 inhibitors, primary screen, counter-screen for PME1 inhibitor project, biochemical, fluorescence polarization, FP-Rh probe ABPP; AID 2177, 2009; inhibition, % at 5.9 µM; Acyl-protein thioesterase 2 (Homo sapiens), O95372; 320,000 compounds, 0.38% hits; recombinant LYPLA2;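 active = inhibition above the screen-wide mean plus 3 SD, limit set per campaign, cut at about 26% in these data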;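 also: 0% = LYPLA2 with DMSO and 100% = wells lacking LYPLA2 enzyme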
PREPL inhibitor: PREPL enzyme inhibitors, primary screen, biochemical, fluorescence polarization. Prolyl endopeptidase-like (Homo sapiens), Q4J6C6. recombinant PREPL, fluorescence polarization activity-based probe. inhibition, % at 5.96 µM. 320,000 compounds, 0.68% hits; in the data active = inhibition above about 43%;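 also: 0% = enzyme with DMSO and 100% = wells lacking enzyme; many of its hits are not listed in these tables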
LYPLA1 inh: LYPLA1 inhibitors, primary screen, counter-screen for PME1 inhibitor project, biochemical, fluorescence polarization, FP-Rh probe ABPP. Acyl-protein thioesterase 1 (Homo sapiens), O75608. recombinant LYPLA1. inhibition, % at 5.9 µM. 320,000 compounds, 0.16% hits;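 active = inhibition above the mean of all tested compounds plus 3 SD, set per campaign, cut at about 14% in these data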;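 also: inhibitors block serine hydrolase probe labeling of LYPLA1 so polarization falls; 0% = enzyme with DMSO and 100% = wells lacking LYPLA1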
Target sequence (O75608 whole entry, looked up): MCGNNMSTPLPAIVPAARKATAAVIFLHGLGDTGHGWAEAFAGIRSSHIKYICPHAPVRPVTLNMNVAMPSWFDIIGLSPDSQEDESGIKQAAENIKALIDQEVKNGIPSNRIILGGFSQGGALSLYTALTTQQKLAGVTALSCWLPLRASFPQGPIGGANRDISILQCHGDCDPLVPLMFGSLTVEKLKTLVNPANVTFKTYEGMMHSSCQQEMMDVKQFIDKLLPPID
GSTO1 counter: inhibitors of recombinant GSTO1, primary screen, counter-screen for RBBP9 inhibitor project, biochemical, fluorescence polarization; activity-based probe fluorescence polarization; inhibition, % at 5.96 µM; 300,000 compounds, 1.1% hits; AID 1974, 2009;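 active = inhibition above the campaign mean inhibition plus 3 SD, cut at about 35% in these data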;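 also: 0% = GSTO1-1 with DMSO and 100% = wells lacking GSTO1-1 enzyme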
pPAFAH FP inh: pPAFAH enzyme inhibitors, primary screen, biochemical, fluorescence polarization, human; recombinant pPAFAH, FP-rhodamine probe fluorescence polarization; Platelet-activating factor acetylhydrolase (Homo sapiens), Q13093; AID 463082, 2010; 330,000 compounds, 1.5% hits; inhibition, % at 3.39 µM;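 active = inhibition above the mean inhibition across the screen plus 3 SD, cut at about 25% in these data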;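 also: inhibitors block binding of the rhodamine activity-based probe so polarization drops; 0% = enzyme with DMSO and 100% = wells lacking pPAFAH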
PAFAH1B2 inh: PAFAH1B2 enzyme inhibitors, primary screen, biochemical, fluorescence polarization, human; recombinant PAFAH1B2, FP-rhodamine activity probe; inhibition, % at 3.39 µM; 340,000 compounds, 1.2% hits; AID 492953, 2010;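 active = inhibition above the mean of all tested compounds plus 3 SD, cut at about 24% in these data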;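 also: 0% = enzyme with DMSO and 100% = wells lacking PAFAH1B2; many of its hits are not listed in these tables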
Target sequence (P68402 whole entry, looked up): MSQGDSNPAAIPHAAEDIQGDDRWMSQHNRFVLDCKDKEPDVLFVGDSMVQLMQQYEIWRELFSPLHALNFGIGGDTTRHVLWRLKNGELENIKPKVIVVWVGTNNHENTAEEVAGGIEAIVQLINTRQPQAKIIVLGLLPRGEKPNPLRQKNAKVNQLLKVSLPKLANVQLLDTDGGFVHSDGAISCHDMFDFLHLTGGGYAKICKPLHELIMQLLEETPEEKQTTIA
PAFAH1B3 FP inh: PAFAH1B3 enzyme inhibitors, primary screen, biochemical, fluorescence polarization, human; 340,000 compounds, 0.28% hits; inhibition, % at 3.39 µM; Platelet-activating factor acetylhydrolase IB subunit alpha1 (Homo sapiens), Q15102; recombinant PAFAH1B3, FP-rhodamine probe;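 active = inhibition above the screen-wide average of all tested compounds plus 3 SD, cut at about 25% in these data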;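 also: 0% = enzyme with DMSO only and 100% = wells lacking PAFAH1B3 protein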
PAD4 inh: human PAD4 inhibitors, primary screen, biochemical, fluorescence polarization, 1536-well format; recombinant PAD4, RCA probe fluorescence polarization; inhibition, % at 6.36 µM; 330,000 compounds, 0.41% hits;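 active = percent inhibition above a cutoff equal to the mean of all tested compounds plus 3 SD, cut at about 15% in these data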;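 also: 0% = PAD4 with RCA probe and DMSO and 100% = probe without PAD4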
Target sequence (Q9UM07 whole entry, looked up): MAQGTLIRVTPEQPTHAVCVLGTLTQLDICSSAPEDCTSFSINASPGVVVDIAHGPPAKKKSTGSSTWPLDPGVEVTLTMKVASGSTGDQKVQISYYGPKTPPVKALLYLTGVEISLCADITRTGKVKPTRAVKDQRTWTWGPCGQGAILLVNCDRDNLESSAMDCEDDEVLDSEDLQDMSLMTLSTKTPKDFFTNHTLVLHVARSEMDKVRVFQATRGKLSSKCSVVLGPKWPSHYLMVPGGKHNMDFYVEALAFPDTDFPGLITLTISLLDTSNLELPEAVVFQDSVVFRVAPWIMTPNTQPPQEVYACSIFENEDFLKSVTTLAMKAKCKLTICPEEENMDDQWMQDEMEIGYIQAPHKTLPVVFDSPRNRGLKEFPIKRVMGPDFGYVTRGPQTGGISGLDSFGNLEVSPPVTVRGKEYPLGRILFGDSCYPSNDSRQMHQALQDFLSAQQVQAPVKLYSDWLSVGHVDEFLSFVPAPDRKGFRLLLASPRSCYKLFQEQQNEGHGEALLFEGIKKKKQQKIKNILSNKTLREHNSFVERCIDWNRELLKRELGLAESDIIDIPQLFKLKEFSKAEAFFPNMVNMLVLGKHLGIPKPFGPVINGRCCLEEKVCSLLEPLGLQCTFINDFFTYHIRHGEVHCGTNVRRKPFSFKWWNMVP
* hit, by the source's call; · = not tested or not shown. These rows are one share of the data, so the mix of outcomes need not match the whole.

SMILES	PAFAH2 FP inh	LYPLA2 counter	PREPL inhibitor	LYPLA1 inh	GSTO1 counter	pPAFAH FP inh	PAFAH1B2 inh	PAFAH1B3 FP inh	PAD4 inh
COc1ccc(-c2cc(C(=O)N3CCN(C(=O)c4ccccc4F)CC3)[nH]n2)cc1	-2	10	-3	6	-5	2	2	8	-4
COCc1[nH]nc2c1C(c1cc(OC)c(O)c(OC)c1)C(C#N)=C(N)O2 (configuration not stated)	-7	2	19	-3	5	-7	-2	15	-35
Cc1cc(C(=O)NCc2ccccc2Cl)c2ccccc2n1	1	4	16	5	-2	3	5	-3	-2
O=C(CN1CCc2ccccc2C1)Nc1ccccc1F	3	2	-3	-3	10	-1	2	2	4
CCCOCC(O)CC(Cc1ccccc1)C(=O)NN (configuration not stated)	10	9	12	4	5	9	4	2	2
O=C(COC(=O)c1cccc(Cl)c1)NC(=O)NCc1ccccc1	1	·	-5	·	·	5	-2	-3	3
O=C(NCCc1ccc(F)cc1)c1coc(=O)c(Br)c1	0	3	11	2	5	0	2	2	2
N#C/C(=C\c1c(N2CCC(C(N)=O)CC2)nc2ccccn2c1=O)S(=O)(=O)c1ccccc1	24	3	15	2	-2	2	10	2	3
CCCN(/C=N/c1sc2c(c1C#N)CCCCC2)CCC	0	5	13	1	4	5	4	-1	4
On1nnc2ccc3ccccc3c21	-1	3	2	6	2	2	1	2	1
Cc1nc2ccccc2n1CC(O)COCC1CC=CCC1 (configuration not stated)	5	3	1	6	-5	9	2	7	-2
COc1ccc(/C=C2\SC(=S)N(N3CCOCC3)C2=O)c(OC)c1	-3	1	1	-1	4	5	-1	6	0
COc1cc(NC(=O)c2ccccc2F)c(OC)cc1NC(=O)CN1CCCCC1	-6	-1	15	-1	3	14	-2	0	0
Cc1cc(NC(=O)CCCN2C(=O)c3cccc4cccc(c34)C2=O)no1	-4	2	-1	1	1	2	-5	-1	1
CCn1c(-c2ccc(N(C)C)cc2)nc2ccccc21	-1	5	8	2	-4	12	-3	4	-2
C=CCN1C(=O)/C(=C2/Sc3ccccc3N2CC)SC1=S	1	-5	-5	-3	-3	11	3	1	-3
CS(=O)(=O)N(CC(=O)NCc1ccccc1Cl)Cc1ccccc1	4	4	-10	0	1	2	4	5	1
C=CCOc1cc(OC)c(OC)c(OC)c1	-1	3	9	-2	-1	-1	3	3	1
Cc1cccnc1NC(=O)c1cc2c(=O)oc3ccccc3c2s1	3	1	10	-4	5	-1	-11	-7	-3
COc1ccc(CNC(=O)c2ccc(CS(=O)Cc3cccc(Cl)c3)o2)cc1 (configuration not stated)	-7	-4	-12	-4	1	0	-1	2	4
COC(=O)c1ccc(CSc2nc(C(F)(F)F)c3c(c2C#N)CCC3)o1	3	4	8	-7	4	11	4	3	-3
COc1ccc(NCc2nnc(SCc3ccccc3)n2-c2ccc(OC)cc2)cc1	-4	-1	21	2	4	2	3	6	-2
Cc1ccc(S(=O)(=O)Nc2cc(S(=O)(=O)N3CCCCC3)ccc2N2CCOCC2)cc1	8	0	5	2	-3	-6	0	13	-1
O=c1oc2ccccc2c(NCc2ccccc2)c1[N+](=O)[O-]	-1	1	-3	3	-18	7	-3	5	-2
CCC(C)(C)NC(=O)c1ccc(S(=O)(=O)N2CCCCCC2)cc1	-5	-2	13	0	4	3	4	-3	-1

Ordered by count of non-hydrogen atoms (highest first): part of the list above.
SMILES	PAFAH2 FP inh	LYPLA2 counter	PREPL inhibitor	LYPLA1 inh	GSTO1 counter	pPAFAH FP inh	PAFAH1B2 inh	PAFAH1B3 FP inh	PAD4 inh
COCc1[nH]nc2c1C(c1cc(OC)c(O)c(OC)c1)C(C#N)=C(N)O2 (configuration not stated)	-7	2	19	-3	5	-7	-2	15	-35
Cc1cccnc1NC(=O)c1cc2c(=O)oc3ccccc3c2s1	3	1	10	-4	5	-1	-11	-7	-3
CCCN(/C=N/c1sc2c(c1C#N)CCCCC2)CCC	0	5	13	1	4	5	4	-1	4
O=C(NCCc1ccc(F)cc1)c1coc(=O)c(Br)c1	0	3	11	2	5	0	2	2	2

(further entries)
SMILES	PAFAH2 FP inh	LYPLA2 counter	PREPL inhibitor	LYPLA1 inh	GSTO1 counter	pPAFAH FP inh	PAFAH1B2 inh	PAFAH1B3 FP inh	PAD4 inh
CN(CCn1ccnc1)Cc1cn(Cc2ccccc2)nc1-c1ccc2c(c1)OCO2	1	0	-10	0	3	-1	3	-3	-3
COc1ccc(C(=O)Cn2cnc3ccccc3c2=O)cc1OC	-5	3	-2	1	3	3	-1	7	-4
CC1CCc2cc(F)ccc2N1C(=O)CSc1nnc2c3ccccc3n(C)c2n1 (configuration not stated)	4	1	3	1	-5	4	-1	3	-5
Cc1cc(Br)ccc1NC(=O)CN(C)C(=O)c1ccc2ccccc2n1	5	0	-3	2	·	2	6	-4	-4
COc1cc(OC)cc(-c2c(-c3ccc(F)cc3)c3cc(-c4ccc(OC)nc4)ccc3n2C)c1	7	·	15	·	·	7	5	-1	-5
O=C(COc1ccc(S(=O)(=O)NC2CCCCC2)cc1Cl)NCC1CCCO1 (configuration not stated)	-10	7	-1	1	-4	14	-3	5	0
CCCC1(c2ccccc2)NC(=O)N(CC(=O)Nc2ccc(N3CCOCC3)cc2)C1=O (configuration not stated)	-2	·	8	·	·	1	1	3	1
C=CCSc1nc2c(c(=O)n(C)c(=O)n2C)n1CC	-7	-3	10	1	3	-2	3	9	-1
CCN1CCN(C(=O)/C=C/c2ccc(C)cc2)CC1	6	4	2	-1	4	3	3	-2	-3
O=C(NCCCN1CCOCC1)c1ccc(Sc2cccc(Cl)c2)c([N+](=O)[O-])c1	2	6	19	4	-2	32*	-1	2	3
O=C(Nc1cccc(S(=O)(=O)N2CCCCCC2)c1)c1ccc(=O)[nH]c1	-3	2	0	-9	·	-2	2	2	-7
O=C(c1ccc(F)cc1)C1CCN(C(=O)Nc2ccc(F)cc2)CC1	-14	3	-1	-2	-2	1	-3	4	-2
CNc1ccc(C(=O)OCC(=O)NC(=O)NC2CCCC2)cc1[N+](=O)[O-]	41*	·	14	·	·	3	4	-1	0
Cc1cc(C)c(C#N)c(Nc2ccc3c(c2)OCCO3)n1	5	-8	6	2	3	1	-3	1	-4
O=C(COc1ccc([N+](=O)[O-])cc1)Nc1ccc(NC(=O)c2ccccc2)cc1	-8	-4	-5	-2	-11	6	-3	-3	-2
Cn1c(=O)oc2cc(S(=O)(=O)NCCC(=O)N3CCN(c4ccccc4)CC3)ccc21	1	5	0	3	11	4	-2	5	2
O=C(NCCCn1ccnc1)C(=O)NCC(c1ccco1)N1CCN(c2ccccc2)CC1 (configuration not stated)	1	-1	11	2	6	2	-2	11	-4
Cc1ccc(N2C(=O)N(CC(=O)Nc3ccccc3C(F)(F)F)C(=O)C2C)cc1 (configuration not stated)	1	-1	4	0	·	4	-1	-3	2
O=C(CCN1C(=O)COc2ccccc21)NCc1ccco1	2	-1	5	0	-2	2	3	3	1
Cc1nc(C)n(CC(C)C(=O)N2CCN(S(=O)(=O)c3ccccc3)CC2)n1 (configuration not stated)	-4	-6	11	-3	-4	3	3	3	4
O=C(O)/C=C/C(=O)NCCNc1ncc(C(F)(F)F)cc1Cl	54*	4	-2	3	3	6	6	2	-2
Cc1ccc(NC(=O)N2CCC(C(=O)NCCC3=CCCCC3)CC2)cc1	-6	0	5	0	-1	-2	0	-4	-3
CCCCn1c(N)c(N(CCOC)C(=O)c2cc(S(=O)(=O)N3CCCCC3)ccc2C)c(=O)[nH]c1=O	1	2	13	5	1	7	1	2	2
CCc1c(C)nc2cc(-c3ccc(Cl)cc3)[nH]n2c1=O	2	4	6	1	0	9	2	0	-5
O=C(COc1cccc(Cl)c1Cl)Nc1ccc2c(c1)CCC2	-10	-2	-24	1	9	-3	0	2	-3
Next part
SMILES	PAFAH2 FP inh	LYPLA2 counter	PREPL inhibitor	LYPLA1 inh	GSTO1 counter	pPAFAH FP inh	PAFAH1B2 inh	PAFAH1B3 FP inh	PAD4 inh
CN1CCCN(Cc2nc(-c3ccc(Cl)cc3)no2)CC1	8	5	-1	0	12	-1	4	12	1
O=C(COC(=O)Cc1ccc(-c2ccccc2)cc1)NCc1ccccc1	4	0	-1	0	-10	17	6	-1	3
O=C(O)CSCc1nc2scc(-c3ccccc3)c2c(=O)[nH]1	14	-1	3	1	0	-2	2	3	-2
OCC(CBr)(CBr)CBr	6	2	0	3	·	1	13	-3	-5
COc1ccc(C2CC(c3cccs3)=NN2C(=O)c2ccc(Br)o2)cc1 (configuration not stated)	-5	-1	-4	-3	-4	4	-7	-7	-4
COc1ccc(NC(=O)COc2ccccc2Cc2ccccc2)cn1	3	-3	0	-1	·	2	5	3	-5
Cc1nc(-c2ccccc2)sc1-c1nc(-c2ccccc2)ncc1S(=O)(=O)c1ccccc1	2	9	-3	5	-5	2	3	-1	3
C=CCc1ccc(OCCN2CCc3ccccc3C2)c(OC)c1	-9	-10	13	-9	2	-2	1	6	-2
Cc1cc(NC(=O)C2CC2)ncc1NC(=O)C12CC3CC(CC(C3)C1)C2	1	3	7	4	3	-1	23	12	3
C/C(CC(=O)Nc1cc(C)cc(C)c1)=N\NC(=O)c1ccccn1	6	-5	-3	0	0	3	1	6	-1
CN(Cc1ccccc1)C(=O)c1cc2cc(F)ccc2[nH]1	-7	3	22	-4	8	2	3	6	5
Cc1c(C(=O)N2CCCc3ccccc32)sc2nc(-c3ccccc3)cn12	3	-3	1	0	-2	0	4	-2	4
C=C(C)c1cccc(C(C)(C)NC(=O)N2CCCC(C(N)=O)C2)c1 (configuration not stated)	0	-7	-4	-2	4	0	-2	-5	-1
COc1ccccc1NC(=O)c1ccc(-c2ccccc2F)o1	9	-5	-1	-6	-3	-1	2	-6	0
Cc1ccc(NC(=S)NCCc2ccc(S(N)(=O)=O)cc2)c(C)c1	-6	-7	-2	-2	-5	-3	1	8	7
Cc1ccc(S(=O)(=O)N2CC=C(C(=O)NC3CCCC3)CC2)cc1	2	0	4	1	-1	2	10	0	3
Cn1c(-c2ccc(C=O)s2)nc2ccccc21	-4	12	11	-3	-6	4	0	6	-3
COc1cc(NC(=O)C(C)C)ccc1NC(=O)c1cc2ccccc2o1	4	1	19	0	5	5	2	15	1
CN1CCN(C(CNS(=O)(=O)c2ccc([N+](=O)[O-])cc2)c2ccc(F)cc2)CC1 (configuration not stated)	-2	3	8	2	2	4	-1	3	-2
O=C(CSc1ncnc2sccc12)Nc1ccccc1	12	8	14	1	-6	10	3	14	0
Cn1c(=O)oc2cc(S(=O)(=O)N3CCCc4ccccc43)ccc21	-2	-1	3	4	-6	-1	9	4	7
CSc1sc(C(=O)Nc2ccc(F)cc2F)c2c1C=CCC2	·	-1	9	-4	7	3	·	·	-4
COc1cc(O)c(C(CC(=O)N2CCCC(C)C2)c2ccc3c(c2)OCO3)c(OC)c1 (configuration not stated)	3	-1	0	-2	4	-1	-3	6	3
O=C(NCC(=O)N(Cc1ccccc1)C(C(=O)NC1CCCC1)c1cccnc1)c1ccco1 (configuration not stated)	0	-5	1	-8	-5	-5	-15	6	4
COc1ccc(NC(=O)NNC(=O)CCc2ccc(O)c(O)c2)cc1OC	-7	3	3	2	5	7	0	4	-2
